# High-throughput results as filed in PubChem BioAssay.
# DRD3 agonist – activates the human D3 dopamine receptor; P35462; D3R DiscoveRx beta-arrestin cells, luminescence, 90 min; max activation, %; 410,000 compounds, 0.58% hits; AID 652048; in the data active = max activation above about 30%; note: 0% is about no effect; mostly tested at two doses, the higher about 12 µM
# Target sequence (P35462 whole entry, looked up): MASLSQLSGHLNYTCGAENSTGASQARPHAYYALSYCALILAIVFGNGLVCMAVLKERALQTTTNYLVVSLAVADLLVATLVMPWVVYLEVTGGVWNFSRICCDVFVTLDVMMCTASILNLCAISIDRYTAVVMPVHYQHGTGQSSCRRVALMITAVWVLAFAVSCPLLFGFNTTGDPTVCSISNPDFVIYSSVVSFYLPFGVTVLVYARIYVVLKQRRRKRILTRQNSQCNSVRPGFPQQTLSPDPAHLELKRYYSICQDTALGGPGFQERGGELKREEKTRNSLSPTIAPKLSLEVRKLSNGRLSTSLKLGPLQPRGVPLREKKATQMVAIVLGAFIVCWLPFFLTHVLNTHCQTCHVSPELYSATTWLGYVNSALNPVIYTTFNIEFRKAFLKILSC
#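 Agonist-mode cell screen: cells plated at 1500/well and incubated overnight at 37 °C, then exposed to library compounds for 90 min at 37 °C. Detection reagent was added for 30–60 min at room temperature, and luminescence was read.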
# D3 antag – D3 dopamine receptor (human) antagonism | 360,000 compounds, 2.5% hits | max response, negative = inhibition, % | D3R cells, DiscoveRx beta-arrestin luminescence, antagonist mode; hits give low values; in the data active = max response below about -50%; inconclusive = no clear call, values can overlap the other calls; note: % is set by controls: 0 for no effect and ±100 for the full control effect; mostly tested at two doses, the higher about 12 µM
#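 Cells plated overnight at 1500 cells/well, then exposed to library compounds with dopamine controls for 90 minutes at 37 degrees C. DiscoveRx reagent added for 30–60 minutes at room temperature; luminescence read, quantitative HTS format.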
# HT1080 IDH1KD tx – HT-1080 IDH1 knockdown cell toxicity (counter line) | HT-1080 IDH1 knockdown viability, ATP luminescence, 48 h | Potency, µM (top dose mostly 46.1 µM), for inactives: top-dose activity, negative = toxicity, hits mostly cytotoxic | 360,000 compounds, 2% hits | AID 686971;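 note: potency is the fitted concentration of half-maximal effect; 0% = DMSO wells and -100% = cell-free medium wells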
#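 Luminescent ATP read-out (CellTiter-Glo, 10 min at room temperature) after 48 h compound exposure at 37 °C gave viability of IDH1-knockdown HT-1080 cells. Activity was normalised to DMSO and cell-free wells, then fitted as concentration-response curves.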
# IL-1B inflam inh – inhibitors of inflammasome signaling (IL-1 beta secretion); THP-1 LPS/ATP IL-1B secretion, AlphaLISA, 16 h; hits give low values; activity change, % at 57.5 µM; 360,000 compounds, 4.7% hits; in the data active = activity change below about -50%; inconclusive = mostly about -30% to -49%; note: % is set by controls: 0 for no effect and ±100 for the full control effect
#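 Secreted IL-1B measured by AlphaLISA bead assay after 16 h compound exposure of THP-1 cells; compounds (final up to 57.5 uM) added 1 h before LPS (250 ng/mL) and ATP (1.25 mM) stimulation; lower signal means less secretion.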
# GLP1R ag – agonists of human GLP-1 receptor; 380,000 compounds, 0.007% hits; HEK293 GLP-1R CRE-luciferase, luminescence, 4-6 h; cells express a hypersensitive GLP-1R form; P43220; Potency, µM (series often up to 45.6 µM), without a hit: at the highest dose activation, hits mostly activators; note: potency is the fitted concentration of half-maximal effect; % of control where 0% means no effect
# Target sequence (P43220 whole entry, looked up): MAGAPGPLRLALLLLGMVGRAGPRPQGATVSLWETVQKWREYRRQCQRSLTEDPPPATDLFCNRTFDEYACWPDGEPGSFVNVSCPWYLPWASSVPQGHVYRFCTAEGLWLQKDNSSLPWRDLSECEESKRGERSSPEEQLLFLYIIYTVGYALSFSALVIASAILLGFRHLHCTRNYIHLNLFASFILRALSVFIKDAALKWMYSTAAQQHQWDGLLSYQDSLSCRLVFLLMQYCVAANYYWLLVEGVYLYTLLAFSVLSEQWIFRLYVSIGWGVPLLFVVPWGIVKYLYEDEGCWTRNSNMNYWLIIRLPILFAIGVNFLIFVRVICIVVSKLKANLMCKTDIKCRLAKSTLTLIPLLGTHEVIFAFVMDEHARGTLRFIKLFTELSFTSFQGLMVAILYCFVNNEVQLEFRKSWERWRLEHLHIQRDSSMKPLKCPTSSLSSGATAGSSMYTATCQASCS
# KB-3-1 tox – KB-3-1 parental cell cytotoxicity. KB-3-1 viability, CellTiter-Glo ATP luminescence, 72 h. Potency, µM (series often up to 46.1 µM), for inactives: top-dose activity change, negative = cytotoxic, actives largely listed as cytotoxic. AID 1347075. 400,000 compounds, 1.4% hits; note: potency is the fitted concentration of half-maximal effect; % is set by controls: 0 for no effect and ±100 for the full control effect; nearly all actives have a fitted effect of over 60% in size
#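 KB-3-1 parental drug-naive adenocarcinoma cells in DMEM/10% FBS, incubated 72 h at 37 C with pin-transferred compounds across a concentration series. Viability by CellTiter-Glo luminescence; concentration-response curves fitted after normalization.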
# HT1080-NT tox – kills 2HG-producing HT-1080-NT fibrosarcoma cells; HT-1080-NT fibrosarcoma viability, CellTiter-Glo ATP luminescence, 48 h; Potency, µM (highest dose often 46.1 µM), without a hit: top-dose activity, negative = less viability, most hits filed as cytotoxic; 360,000 compounds, 1.6% hits;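 note: NT is the 2HG producing partner of a matched IDH1 knockdown line; potency is the fitted concentration of half-maximal effect; 0% = DMSO-treated cells and -100% = media-only wells without cells; nearly all actives have a fitted effect of over 55% in size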
#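 Fibrosarcoma NT cells, 750 per well in 5% FBS RPMI, were exposed to compound for 48 hours. Viability: CellTiter-Glo luminescence.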
# SW480 rereplic – inducers of DNA re-replication in SW480 colon cancer cells; 340,000 compounds, 1.8% hits; SW480 DNA re-replication, Hoechst DNA content imaging, 48 h; Potency, µM (titrated, usually from 46.1 µM), without a hit: top-dose re-replication activation, usual class: activators; note: potency is the fitted concentration of half-maximal effect; % of control where 0% means no effect; nearly all actives have a fitted effect of over 55% in size
#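 250 cells/well; 23 nL cpd via pin tool; 48 hr, 37 C, 5% CO2; Hoechst 40 min; imager read of total nuclear intensity, ex 405/em 500-530 nm.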
# KB-V1 cytotox – KB-V1 MDR subline cytotoxicity; KB-V1 MDR cells viability, CellTiter-Glo, 72 h; Potency, µM (highest dose often 46.1 µM), without a hit: at the highest dose activity change, negative = cytotoxicity, most hits filed as cytotoxic; 400,000 compounds, 3.4% hits; note: potency is the fitted concentration of half-maximal effect; % is set by controls: 0 for no effect and ±100 for the full control effect; nearly all actives have a fitted effect of over 60% in size
#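 KB-V1 MDR subline cells in DMEM (phenol-red free, 10% FBS) exposed to compounds in qHTS concentration series for 72 h at 37 degrees C. Viability read by CellTiter-Glo luminescence; concentration-effect curves fitted after normalization and correction.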
# The depositor's hits bear a star; u = inconclusive; x = not tested or not shown; [ ] = dose if it differs, or a comment. Unless noted, calls come from the whole dose curve; as a rule, active = well fitted curve in the direction sought with a large enough effect; inconclusive = small, poorly fitted or top-dose-only effect, or another doubt; inactive = no such curve, though single readings can be large; an effect the other way counts as inactive or inconclusive.
SMILES,DRD3 agonist,D3 antag,HT1080 IDH1KD tx,IL-1B inflam inh,GLP1R ag,KB-3-1 tox,HT1080-NT tox,SW480 rereplic,KB-V1 cytotox
Nc1cc(N)nc(SCc2cc([N+](=O)[O-])cc3c2OCOC3)n1,-7.0,-2.6,-5.1%,6.4,15.1%,-0.4%,0.8%,1.9%,-9.1%
COc1ccc(CNCCSc2nnnn2C)c(OC)c1OC,-8.3,-17.3,13.7%,20.3,-2.1%,0.5%,7.5%,-4.5%,-22.0%
CCOC(=O)C1CCN(C(=O)C2(NC(=O)Nc3ccccc3Cl)CCCCC2)CC1,1.1,2.1,-27.0%,-13.4,-5.8%,0.4%,-18.2%,4.0%,5.2%
Cc1n[nH]c(C)c1S(=O)(=O)N1CCCC(C(=O)NCc2cccs2)C1 (centres undefined),-3.1,19.1,0.0%,-2.6,17.2%,9.5%,2.9%,-3.2%,9.7%
CCOC(=O)C1CCCN(C(=O)C2CCN(c3nnc(-n4cccc4)s3)CC2)C1 (centres undefined),2.2,4.4,3.6%,24.8,-4.1%,-7.7%,0.8%,-7.7%,-16.5%
Cc1ccc(S(=O)(=O)N(CC(=O)N2CCCCCC2)c2ccccc2)cc1,-7.9,14.4,1.1%,-14.6,0.2%,0.7%,9.4%,-10.3%,-7.6%
O=C(O)CC(NNC(=O)c1ccccc1)C(=O)Nc1ccc([N+](=O)[O-])cc1 (centres undefined),4.5,-13.6,-10.5%,2.3,-1.9%,11.9%,-0.8%,3.6%,5.7%
Clc1ccc(-c2nc3cnccn3c2Nc2ccc3c(c2)OCO3)cc1,0.9,1.7,-26.3%,64.1,7.1%,-16.0%,-22.0%,12.8%,-27.0%
Cc1nnc2ccc(N3CCC4(CC3)OCCO4)nn12,-1.7,5.8,-4.4%,19.2,10.9%,-2.9%,7.9%,-5.4%,-19.7%
Cc1nn(C)c(C(=O)NNC(=O)NC2CCCCC2)c1Cl,-7.1,1.9,2.0%,49.9,-3.8%,1.1%,-2.3%,2.7%,4.4%
O=S(=O)(NCC(c1cccnc1)N1CCN(Cc2ccccc2)CC1)c1ccc(F)cc1 (centres undefined),-18.2,-2.6,-3.0%,0.0,7.5%,-2.1%,-0.5%,4.5%,4.0%
CC(C)[C@@H](C(=O)O)N(Cc1cccc(CN([C@H](C(=O)O)C(C)C)S(C)(=O)=O)c1)S(C)(=O)=O,-0.1,-19.5,10.7%,0.0,-2.8%,29.7%,-0.3%,3.3%,u
Cc1nn(Cc2ccccc2)c(C)c1NC(=O)CSc1nnc(-c2cc(Cl)ccc2O)n1C,4.8,18.7,0.6%[9.24 µM],-6.1,-1.1%,12.9%,-25.5%,2.4%,8.3%
CC(=O)NC(=S)Nc1ccc(NC(=O)c2cccs2)cc1,-11.2,0.0,-1.4%,-7.2,2.5%,u,-2.0%,x,-32.7%
CC(C)c1nc(SCC(=O)N2CCc3ccccc32)n[nH]1,-8.6,11.0,6.3%,-0.3,6.5%,18.5%,13.8%,1.9%,-21.8%
Cc1ccc(CNc2oc(-c3ccco3)nc2S(=O)(=O)c2ccccc2)cc1,-9.0,27.8,-17.4%,-9.4,9.8%,-0.7%,-0.9%,-0.5%,-14.2%
CC(C)c1ccc(N(CC(=O)NCC2CCCO2)C(=O)CCC(=O)Nc2nccs2)cc1 (centres undefined),-7.2,7.6,-11.0%,-2.3,5.4%,-1.2%,-0.4%,-16.8%,15.5%
O=C1c2ccccc2NC(c2c(Cl)cccc2Cl)N1Cc1ccccc1 (centres undefined),-1.5,-25.2,u,u,-18.7%,u,-27.2%,u,u
CCCc1nnn(S(=O)(=O)c2ccc([N+](=O)[O-])cc2)c1CCC,5.7,5.9,u,6.7,-10.2%,3.8%,15.0%,-2.6%,7.1%
O=C(NCCC1=CCCCC1)c1ccc2c(c1)N(Cc1ccccc1)C(=O)c1ccccc1S2=O (centres undefined),-21.0,x,x,x,-5.0%,-11.6%,x,x,-10.9%
COc1ccc2c(c1)cc(C(=O)N[C@@H](Cc1ccccc1)C(=O)O)n2C,8.6,-0.6,0.7%,6.0,-4.8%,-3.0%,2.5%,-17.7%,0.0%
COc1ccccc1C1=NOC(Cn2c(NCCCO)nc3c2c(=O)n(C)c(=O)n3C)C1 (centres undefined),6.2,17.6,-4.0%,18.6,-0.7%,-5.0%,-2.0%,-6.4%,9.3%
CCN(c1ccccc1)S(=O)(=O)c1ccc(OC)c(NC(=O)CNCC(C)O)c1 (centres undefined),-2.7,3.2,-0.4%,0.0,16.3%,u,0.0%,x,u
CCC(=O)Nc1cccc2c1C(=O)N(C)C2=O,-8.4,0.0,-1.6%,-10.1,-5.4%,0.7%,1.1%,-13.2%,12.1%
COc1ccc(-c2nnn(Cc3ccccc3F)n2)cc1,0.5,18.4,10.0%,-16.6,1.0%,6.0%,17.2%,-8.4%[9.22 µM],5.4%
Cc1nn(CC(=O)NCCc2cccs2)c(=O)c2nn(-c3ccccc3)c(C)c12,-2.3,-18.8,12.5%,-18.9,-2.2%,6.3%,-1.8%,-39.0%[inhibitor],0.0%
COC(=O)c1ccc(NC(=S)NC(=O)c2cccnc2)cc1,-9.4,-22.5,-2.2%,25.0,-6.5%,4.1%,-1.0%,-1.1%,u
C=CCOc1c(OC)cc(Cl)cc1C1NC(=O)NC(C)=C1C(C)=O (centres undefined),0.6,-0.5,1.1%,-28.3,-7.8%,7.5%,0.0%,0.8%,0.8%
Cc1c(OCC(=O)NC(Cc2ccc(Cl)cc2)C(=O)O)ccc2c(-c3ccccc3)cc(=O)oc12 (centres undefined),5.5,61.6,9.8%,-1.5,-4.8%,0.0%,3.9%,-46.5%[inhibitor],0.0%
Nc1c(-c2cccs2)cnc2c(-c3ccc(F)cc3)cnn12,6.9,16.8,-12.5%,-28.6,21.3%,-1.0%,-18.6%,0.8%,12.0%
Cc1cc(C)c(NC(=O)CS(=O)CC(=O)NCCN2CCCCCC2)c(C)c1 (centres undefined),-7.9,u,1.7%,-9.6,9.5%,1.8%,-1.0%,7.5%,-18.9%
COc1cc2cc3c(N)c(C(=O)NCc4ccco4)sc3nc2cc1OC,3.5,14.2,2.8%[9.24 µM],-57.5*,u,27.7%,-8.0%,0.9%,u
Cc1cccc(NC(=O)CCNS(=O)(=O)c2ccc3c(c2)CCN3C(=O)C2CC2)c1,6.7,x,x,x,9.6%,-2.1%,x,x,0.0%
Cc1ccc2c(c1)[nH]c1c(N3CCN(Cc4ccccc4)CC3)ncnc12,18.7,23.9,u,-98.0*,-5.6%,u,u,u,u
CCOC(=O)c1ccccc1NS(=O)(=O)c1ccc(OC)cc1,-4.3,4.2,u,5.2,8.8%,u,u,u,u
CN1CC[n+]2c(CN3C(=O)c4ccccc4C3=O)csc21,-2.1,-1.6,1.0%,-5.4,-15.7%,-7.7%,4.1%,-0.4%,-4.1%
CSc1nc(-c2ccccc2)[nH]c(=S)c1C(C)=O,-8.3,-93.4*,-1.4%,26.3,-5.2%,3.8%,3.7%,2.2%,1.7%
CC(C)CC(=O)N1CCN(Cc2cccc([N+](=O)[O-])c2)CC1,1.9,-23.3,12.7%,-12.4,6.7%,4.5%,-2.1%,-12.0%,-4.6%
O=C(c1cc2ccccc2o1)N1CCN(c2ccccc2Cl)CC1,2.4,31.3,0.0%,-16.0,1.7%,-7.6%,-4.5%,13.8%,-11.7%
c1ccc(-c2ncnc3cc4n(c23)CCC4)cc1,4.1,-2.1,-7.6%,25.3,1.9%,5.9%,-0.3%,-2.7%,-4.3%
Cn1c[n+](C)cc1-c1ccc(/C(N)=N/O)cc1,-0.8,-15.0,11.5%,14.1,-0.5%,1.7%,12.9%,-3.2%,8.1%
CC(=O)Nc1nnc(SCc2cc(=O)c(OC(=O)c3ccccc3)co2)s1,4.9,1.3,0.7%,-14.1,1.4%,-0.7%,-1.6%,0.5%,11.1%
COc1ccc(S(N)(=O)=O)cc1C(=O)NCCCN1CCN(c2ccc(C)cc2)CC1,-10.1,-71.0*,9.6%,-0.7,-15.0%,2.1%,9.9%,-1.4%[9.22 µM],6.2%
Cc1ccc(S(=O)(=O)NCCC(=O)Nc2cccc(S(N)(=O)=O)c2)cc1C,-5.0,-2.6,7.2%,20.1,9.6%,10.4%,-8.8%,11.8%,0.0%
Brc1cccc(-c2nnc3n2CCCCC3)c1,0.7,-3.8,10.2%,0.8,-10.2%,1.7%,19.8%,-3.3%,11.4%
CC(=O)N(c1cccc(Cl)c1)c1nc(C)cc(C)c1C#N,8.1,46.5,-5.3%,45.2,-7.4%,2.7%,4.9%,u,-7.3%
Cc1ccc2c(CN3CCC(C)CC3)cc(=O)oc2c1,-34.4,-61.3*,8.2%,7.5,0.6%,9.7%,-3.2%,0.7%,17.7%
Cc1cccc(N2CCN(C(=O)CN3C(=O)NC(C)(C4CC4)C3=O)CC2)c1C (centres undefined),5.7,0.2,11.4%,-4.6,-0.3%,-0.4%,14.2%,u,-6.3%

# Compounds above containing fluorine (3):
SMILES,DRD3 agonist,D3 antag,HT1080 IDH1KD tx,IL-1B inflam inh,GLP1R ag,KB-3-1 tox,HT1080-NT tox,SW480 rereplic,KB-V1 cytotox
O=S(=O)(NCC(c1cccnc1)N1CCN(Cc2ccccc2)CC1)c1ccc(F)cc1 (centres undefined),-18.2,-2.6,-3.0%,0.0,7.5%,-2.1%,-0.5%,4.5%,4.0%
COc1ccc(-c2nnn(Cc3ccccc3F)n2)cc1,0.5,18.4,10.0%,-16.6,1.0%,6.0%,17.2%,-8.4%[9.22 µM],5.4%
Nc1c(-c2cccs2)cnc2c(-c3ccc(F)cc3)cnn12,6.9,16.8,-12.5%,-28.6,21.3%,-1.0%,-18.6%,0.8%,12.0%

# Not a hit list; 12% or so of the library scored in one or more.
